Ecoli viability: E. coli V3065 growth inhibition, primary screen, counter-screen for AddAB inhibitor project, absorbance, OD600 | hit rate 0.27% among 330,000 | inhibition, % at 11.9 µM | 18 h;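 active means inhibition above the campaign's mean inhibition across all tested compounds plus 3 SD, cut at about 9.9% in these data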;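 further: uninfected addAB+ strain grown without phage in ampicillin broth; 0% = DMSO wells and 100% = ciprofloxacin 0.95 µg/ml wells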
PfHsp90 yeast 2: growth inhibition of PfHsp90-expressing yeast, primary screen, antimalarial PfHsp90 inhibitor project, S. cerevisiae, BacTiter-Glo luminescence, single point, set 2; BacTiter-Glo ATP, 48 h; yeast lacking PDR1 and PDR3 efflux regulators; inhibition, % at 9.4 µM; hit rate 0.32% among 310,000; AID 504621, 2011;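 active means every replicate shows inhibition above about 80%, whatever the replicate mean, limit read from the data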;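 further: 0% = DMSO neutral controls and 100% = 20 µM radicicol positive controls; yeast relying on Plasmodium falciparum Hsp90 in place of its own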
HTR5A inv ag: HTR5A inverse agonists in luminescence cell assay, primary screen, counter-screen for OPRM1-OPRD1 heterodimer inverse agonist project, full-deck HTS; HTR5A cell line, inverse agonism; hit rate 0.083% among 340,000; 5-hydroxytryptamine receptor 5A (Homo sapiens), P47898; inhibition, % at 9.3 µM; in the data active means inhibition mostly above about 23%, no sharp cut-off; inactive means mostly below about 18%;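 further: 0% = cells with DMSO and 100% = no-cell wells with DMSO; some compounds called inactive have numbers as strong as hits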
Pemphigus Ab inh: inhibitors of pemphigus antibody binding to DSG3, primary screen, biochemical, bead-based, flow cytometry, scFv-GFP | AID 588358, 2011 | Desmoglein-3 (Homo sapiens), P32926 | binding (percent of control), % at 10 µM | DSG3-coupled beads, scFv-anti-DSG3-GFP binding; hits give low values | hit rate 0.48% among 310,000;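 active means binding more than 3 SD below its plate's average and above zero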;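 further: hits lower antibody fragment binding to DSG3; some compounds called inactive have numbers as strong as hits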
AddAB inh: growth inhibition of E. coli expressing H. pylori AddAB, primary screen, AddAB inhibitor project, absorbance | AID 435030, 2010 | hit rate 0.29% among 330,000 | inhibition, % at 11.9 µM; in the data active means inhibition above about 12%;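 further: 0% = vehicle wells of infected cells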
HTR5A ag ctr: HTR5A agonists in luminescence cell assay, primary screen, counter-screen for OPRM1-OPRD1 heterodimer agonist project, full-deck HTS; activation, % at 9.3 µM; cell-based; 5-hydroxytryptamine receptor 5A (Homo sapiens), P47898; hit rate 0.61% among 340,000; in the data active means activation mostly above about 9.5%, no sharp cut-off; inactive means mostly below about 7.6%;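 further: 0% = cells with vehicle only and 100% = reference agonist; strong numbers were not always called active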
MOR-DOR ag: agonists of OPRM1-OPRD1 heterodimerization, primary screen, cell-based, luminescence | Mu-type opioid receptor (Homo sapiens) + Delta-type opioid receptor (Homo sapiens), … | cells | activation, % at 9.3 µM | hit rate 0.3% among 340,000; in the data active means activation above about 18%;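 further: 0% = vehicle-treated cells and 100% = reference agonist; values of inactives mirror those of a sister screen read the other way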
Target sequence (P35372 whole entry, looked up): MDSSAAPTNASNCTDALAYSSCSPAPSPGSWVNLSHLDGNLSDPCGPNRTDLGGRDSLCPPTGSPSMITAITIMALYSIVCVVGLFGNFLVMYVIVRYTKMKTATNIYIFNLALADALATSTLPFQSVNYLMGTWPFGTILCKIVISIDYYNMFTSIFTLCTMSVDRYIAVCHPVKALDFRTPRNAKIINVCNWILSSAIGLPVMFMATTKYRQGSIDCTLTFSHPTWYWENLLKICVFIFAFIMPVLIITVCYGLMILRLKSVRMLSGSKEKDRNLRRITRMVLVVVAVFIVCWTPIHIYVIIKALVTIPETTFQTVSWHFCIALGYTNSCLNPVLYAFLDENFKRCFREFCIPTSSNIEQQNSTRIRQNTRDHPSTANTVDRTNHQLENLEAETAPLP
Target sequence (P41143 whole entry, looked up): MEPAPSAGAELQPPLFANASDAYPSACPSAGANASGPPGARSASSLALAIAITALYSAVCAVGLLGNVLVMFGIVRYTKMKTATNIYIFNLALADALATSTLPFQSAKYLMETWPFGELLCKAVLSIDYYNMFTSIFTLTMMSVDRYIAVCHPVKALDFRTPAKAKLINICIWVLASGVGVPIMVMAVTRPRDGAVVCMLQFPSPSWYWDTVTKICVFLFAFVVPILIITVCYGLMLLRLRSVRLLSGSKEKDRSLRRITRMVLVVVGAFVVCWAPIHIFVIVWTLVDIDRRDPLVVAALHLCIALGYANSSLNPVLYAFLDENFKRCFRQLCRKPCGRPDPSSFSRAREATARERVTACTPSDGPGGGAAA
MOR-DOR inv ag: inverse agonists of MOR-DOR heterodimerization, primary screen, cell-based, luminescence. Mu-type opioid receptor (Homo sapiens) + Delta-type opioid receptor (Homo sapiens), …. cell-based MOR-DOR heterodimer luminescence, inverse agonism. inhibition, % at 9.3 µM. hit rate 0.21% among 340,000. AID 504357, 2011; in the data active means inhibition above about 22%, passing the limit was not always enough;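 further: 0% = cells with DMSO and 100% = wells without cells with DMSO; values of inactives mirror those of a sister screen read the other way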
SUMO Mot1 rescue: yeast Mot1-301 growth rescue at high temperature, primary screen, SUMOylation pathway inhibitor project, S. cerevisiae, ATP luminescence, 38.5C; growth rescue, % at 18.8 µM; S. cerevisiae Mot1-301 growth rescue; percent above DMSO median, 100 means doubled; hit rate 1% among 320,000; AID 2716, 2010;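 active means every valid replicate shows activation above 250% relative to neutral control wells; inactive means the rest, any valid replicate at or below 250%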;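 further: OY570 slx delta 5 strain wells were the positive control but not used for scaling; some compounds called inactive have numbers as strong as hits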
phage Ecoli inh: growth loss of phage-infected E. coli, primary screen, RecBCD inhibitor project, absorbance, with phage, HTS; inhibition, % at 11.9 µM; hit rate 0.26% among 360,000; in the data active means inhibition above about 11%
PKA-R1A act: activators of PKA-R1A holoenzyme, primary screen, biochemical, fluorescence polarization, Cy5-IP20, bovine R1A, mouse PKAc; PKA-R1A dissociation; scaled: DMSO 0%, 113 µM cGMP 100%; activation, % at 11.4 µM; cAMP-dependent protein kinase type I-alpha regulatory subunit (Bos taurus) + …; AID 504707, 2011; hit rate 0.083% among 340,000;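 active means percent activation above the mean of all tested compounds plus 3 SD, cut at about 19% in these data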;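 further: higher means more PKAc released from R1A so a rise in polarization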
* hit, by the source's call; nt = no result given.

Start of the data: the first two records, to show the layout:
SMILES	Ecoli viability	PfHsp90 yeast 2	HTR5A inv ag	Pemphigus Ab inh	AddAB inh	HTR5A ag ctr	MOR-DOR ag	MOR-DOR inv ag	SUMO Mot1 rescue	phage Ecoli inh	PKA-R1A act
O=C(O)c1ccc(Sc2nnc3ccccn23)c([N+](=O)[O-])c1	0.6	-11	2	97	0.9	-1	-2.0	11	-28	1.2	-2
CCN(CC)c1ccc(/C=C2\C(=O)c3ccc(C(=O)O)cc3C2=O)cc1	-0.7	15	15	181	-2.1	-8	21*	-107	71	1.1	-1

Results (from the top)
SMILES	Ecoli viability	PfHsp90 yeast 2	HTR5A inv ag	Pemphigus Ab inh	AddAB inh	HTR5A ag ctr	MOR-DOR ag	MOR-DOR inv ag	SUMO Mot1 rescue	phage Ecoli inh	PKA-R1A act
O=C(O)c1ccc(Sc2nnc3ccccn23)c([N+](=O)[O-])c1	0.6	-11	2	97	0.9	-1	-2.0	11	-28	1.2	-2
CCN(CC)c1ccc(/C=C2\C(=O)c3ccc(C(=O)O)cc3C2=O)cc1	-0.7	15	15	181	-2.1	-8	21*	-107	71	1.1	-1
COCCNC(=O)c1onc(CSc2ccc(F)c(F)c2)c1C(=O)O	-0.2	7	-20	97	3.7	3	-2.7	15	-2	1.2	-7
O=C1OC(N2CCN(c3ccccn3)CC2)c2ccccc21 (stereo not given)	1.9	0	-7	100	2.3	3	0.1	-1	12	-1.9	-5
CCOc1ccccc1N(C(=O)c1snc(C(N)=O)c1N)C(C(=O)NCCC(C)C)c1ccco1 (stereo not given)	-0.2	4	-3	100	-1.6	3	-1.7	9	24	nt	1
COc1ccccc1NC(=O)c1nc[nH]c1C(=O)Nc1ccccc1OC	-0.4	4	-7	95	2.6	2	2.4	-12	nt	-0.6	-13
Cc1cc(C)c(C#N)c(Nc2cccc(Br)c2)n1	0.0	-18	8	112	0.7	2	-0.5	3	-4	2.5	1
C[N+](C)(C)CCNC(=O)c1cc[n+](Cc2ccccc2)c(/C=N/O)c1	nt	11	4	96	nt	5	-0.3	1	13	-0.1	-5
CC12CC(NC(=O)N1c1cccc(C(=O)N3CCN(c4ccccn4)CC3)c1)c1ccccc1O2 (stereo not given)	-2.2	-9	-22	106	-2.9	1	-2.8	15	-14	2.1	5
CCn1cc(C(=O)N2CCN(c3ccccc3)CC2)c(=O)c2cc(S(=O)(=O)N3CCOCC3)ccc21	-2.4	10	9	99	3.7	3	-3.7	18	9	0.2	2
O=C(O)/C=C/C(=O)NCCc1cccc(Cl)c1	2.0	10	-33	102	4.7	-5	0.0	0	9	1.9	-9
C[C@H]1C=C(C(=O)NC2CC2)O[C@@H](OCc2ccc(CO)cc2)C1	-1.2	nt	-6	105	4.7	4	-3.1	17	-15	1.6	-5
CSc1cccc(NC(=O)C2CCN(C(=O)c3ccccc3C)CC2)c1	-0.7	10	-1	119	2.1	-1	-2.5	13	-11	1.4	14
C[N+]1(CC(=O)OC2CCCCCCCCCCC2)CCCC1	-1.6	23	10	103	3.8	-3	-0.5	3	-2	1.0	-9
COc1ccc(C(=O)N=c2nc3ccccn3s2)cc1	1.0	30	26	98	2.3	-2	-2.5	13	-24	-1.2	-3
COC(=O)CC1SC(=O)NC1=Nc1ccc(O)cc1 (stereo not given)	4.4	5	6	100	5.4	-5	-0.6	3	-9	3.0	7
COc1ccc(S(=O)(=O)Nc2ccc(S(=O)(=O)N3CCOCC3)cc2)cc1C	-1.4	nt	2	91	0.9	-1	-1.9	9	9	1.0	-5
CCOc1ccc(S(N)(=O)=O)cc1-c1nc2c(C(C)(C)C)nn(C)c2c(=O)[nH]1	-0.6	-44	11	95	2.2	6	-2.4	13	474	1.9	1
Cn1c(N)c(C(=O)COC(=O)c2ccc3c(c2)OCCO3)c(=O)n(C)c1=O	-0.7	-8	-1	101	0.2	-5	-1.5	8	164	2.5	-2
COc1ccc(CNC(=O)Nc2cc(C)ccc2C)cc1	3.2	12	-5	102	2.0	-1	-1.6	11	-3	2.8	-11
COC(=O)c1nc2cc3c(cc2c(C)c1C(=O)OC)OCO3	0.3	17	3	99	0.3	-1	-2.3	10	-13	3.2	-8
O=C(Nc1ccncc1)C1CCN(S(=O)(=O)c2ccc(Cl)cc2)CC1	0.1	19	12	105	0.7	-4	-1.2	6	11	4.0	-5
O=c1oc2ccccc2cc1-c1nnc(NCc2ccco2)s1	1.7	-20	13	91	-1.0	-2	0.9	-5	-41	2.1	-1
CCOC(=O)C1=C(OCc2ccc(Cl)cc2)C2C=C(C)C=CC2N=C1 (stereo not given)	1.4	1	-33	88	-0.7	-2	-2.0	11	10	2.1	2
COC(=O)c1ccc(NC(=S)NN2CCOCC2)cc1	0.0	-25	13	100	3.5	2	-0.9	5	-14	3.3	-5
Cc1cc(NC(=O)c2c(Cl)c(C)nn2C)no1	1.6	-30	-33	100	0.9	0	-1.9	12	-12	5.4	-8
O=C(CN1CCN(c2ccc(O)cc2)CC1)Nc1ccccc1C(=O)NCCc1ccccc1	-0.5	-5	-1	105	2.3	1	5.4	-21	nt	1.9	3
CCCCCC(=O)N/N=C(\C)c1ccccn1	-0.2	-8	3	103	-1.6	1	-0.3	2	-3	-2.8	4
CCC(C)(C)NC(=O)C(c1ccc(OC)cc1)N(C(=O)CCC(=O)Nc1cc(C)on1)c1ccc(OC)c(OC)c1 (stereo not given)	-0.1	4	-3	91	2.5	-1	-2.3	14	-29	1.2	14
Cc1ccc(C(=O)N2CCN(C)CC2)cc1S(=O)(=O)N1CCOCC1	3.2	11	-7	nt	-0.3	-4	-2.6	14	-11	-0.1	6
COc1cc(OC)cc(C(=O)NCCCCCCNC(=O)c2cc(OC)cc(OC)c2)c1	-2.8	-15	-8	107	0.7	3	-0.9	4	37	3.1	9
CC12CN(Cc3ccccc3)CC(C)(CN(Cc3ccccc3)C1)C2=O	-1.1	0	3	107	0.5	-2	-1.4	7	nt	1.7	-3
O=C(Cc1c(O)c2ccccc2[nH]c1=O)NCc1ccccc1F	-0.4	9	-19	101	4.5	6	-1.9	8	16	2.0	-10
CCN1CCC2(CC1)N=C(c1ccc(F)cc1)C(=S)N2C(=O)c1ccc(C)cc1	0.6	18	-42	116	4.0	9	14	-71	-3	4.9	8
CNS(=O)(=O)c1ccc(C(=O)NCC(=O)NCC2COc3ccccc3O2)cc1 (stereo not given)	-0.2	0	10	nt	0.2	-4	-3.4	14	47	1.5	0
CCCCCCCC(=O)N/N=C/c1ccncc1	-2.6	-24	-9	94	1.3	3	0.2	-1	-3	1.5	3
Cc1cccc(NC(=O)CSc2nc(-c3ccccc3)c(C#N)c(=O)[nH]2)c1C	-1.1	0	7	107	0.0	-3	-3.3	18	148	3.1	-5
CCCCN1C(=O)CC(C(=O)O)C1c1ccc(OC)cc1 (stereo not given)	-0.2	21	21	106	1.8	-4	-2.3	12	-9	-2.1	9
CN1CCCN(C(=O)CNC(=O)c2ccccc2Br)CC1	-1.6	-2	15	102	3.2	-6	-3.9	15	-8	0.6	-9
O=[N+]([O-])c1cc(C(F)(F)F)ccc1SCC(O)CO (stereo not given)	-1.1	nt	4	106	0.6	-2	1.2	-6	nt	0.5	-11
Cc1ccc(S(=O)(=O)NCC(c2ccco2)N2CCc3ccccc3C2)cc1 (stereo not given)	-0.8	-7	11	98	-1.4	-4	5.5	-35	-9	3.5	1
N#CC1(c2ccccc2)CCCN1C(=O)c1ccco1 (stereo not given)	-1.5	7	-24	95	-0.1	1	-1.4	8	121	0.0	7
Cc1nnc2ccc(N3CCC4(CC3)OCCO4)nn12	0.3	13	-18	99	0.7	-3	1.9	-11	-4	-1.3	5
CC(=O)c1cccc(N(C(=O)Cn2nnc3ccccc32)C(C(=O)NC2CCCCC2)c2cn(C)nc2C)c1 (stereo not given)	0.2	10	0	97	4.5	0	-0.8	5	4	1.2	-1
COc1ccc(C(=O)N(C)c2ccccc2C(=O)NCCc2ccccc2)cc1	1.0	-5	-1	109	-1.6	0	-3.5	14	5	1.5	7
Cc1c(C)c2c(OCC(=O)N[C@@H](Cc3ccccc3)C(=O)O)cc3c(c2oc1=O)CCC(C)(C)O3	-2.0	-3	12	107	2.2	7	-1.8	9	23	2.3	-6
C/C(=C(\C#N)C(=O)NCc1ccccc1)N(C)C	2.1	1	4	98	1.5	-3	-0.7	4	18	2.5	0
CSc1ncccc1C(=O)OCC(=O)c1ccc2c(c1)NC(=O)CO2	-0.3	0	3	97	1.6	-1	0.8	-4	579	-1.4	-2
O=S(=O)(N/N=C\c1cccnc1)c1ccccc1	1.7	-11	5	92	1.5	-2	-2.2	13	-10	2.8	-2
O=C(CSc1nc2ccccc2c(=O)[nH]1)Nc1ccc(S(=O)(=O)N2CCCC2)cc1	1.2	-11	-9	99	1.8	-2	-0.6	3	8	4.0	-3
O=S(=O)(c1ccccc1)c1cnc(-c2ccccc2)nc1N1CCCCC1	0.3	18	20	104	2.3	-7	-2.6	12	232	5.8	-5
COc1ccc(C(CNC(=O)c2cccc(S(=O)(=O)N3CCc4ccccc43)c2)N(C)C)cc1 (stereo not given)	-2.8	nt	4	97	-3.4	-1	-1.4	7	-13	2.4	4
COc1c2c(cc3oc(=O)c4c5ccc(O)cc5oc4c13)OC(C)(C)CC2	-1.8	nt	-2	98	4.9	0	0.5	-3	-13	1.7	1
COc1ccc(OCC(=O)Nc2nc3cc4c(cc3s2)OCCO4)cc1	-0.9	6	-1	124	-1.1	0	-1.6	8	18	1.3	0
O=C(N/N=C/c1ccc(Br)cc1)c1cc[n+](Cc2ccccc2)cc1	-0.8	-29	1	88	3.4	4	-3.6	18	298	5.0	-6
CC(=O)Nc1ccc(C2=NN(c3ccccc3)C(c3cccs3)C2)cc1 (stereo not given)	-1.2	0	-11	108	2.8	4	2.1	-12	7	4.8	-5
Cc1[nH]c2ccccc2c(=O)c1C(=O)/C=C/c1ccccc1	1.3	23	9	101	1.5	-3	-1.8	9	-27	4.3	-12
CC(=O)Nc1ccc(Oc2nc(C)cc(C)n2)cc1	-1.8	-19	-5	nt	1.7	2	-1.0	4	93	1.2	-16
CC(=O)c1cccc(NC(=O)C2COc3ccccc3O2)c1 (stereo not given)	2.1	-8	1	95	7.0	2	-1.5	7	-27	2.0	0
O=C(CSCc1ccc(F)cc1)N1CCOCC1	2.6	-14	-38	nt	3.8	-1	-1.4	8	553	2.6	7

Screening results (PubChem BioAssay)
